# Source: PubChem (several laboratories)
# pCIP destab: compounds decreasing mouse p/CIP protein stability. Q05BA5. decrease of EGFP signal, % at 10 µM. actives 0.01% (n = 290,000). F442A p/CIP-EGFP cells, EGFP fluorescence, 16 h;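 active = EGFP signal decrease of at least 30% at 10 µM or well 3 SD below plate mean, unless failing retest; inactive = the rest, including hits failing retest or dose response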; also: some compounds called inactive have numbers as strong as hits; many of its hits are not listed in these tables
# VIM-2 inhibitor: blocks Pseudomonas aeruginosa VIM-2 metallo-beta-lactamase; AID 1527; inhibition, % at 5.6 µM; purified VIM-2, nitrocefin hydrolysis, epi-absorbance fluorescence; actives 0.89% (n = 290,000);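 active = inhibition above the mean of all tested compounds plus 3 SD, cutoff set per screening run, cut at about 7.5% in these data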;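 also: red hydrolysis product quenches plate fluorescence so inhibitors raise well fluorescence; 0% = enzyme with DMSO and 100% = DMSO without enzyme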
# IDE act: IDE (human) activation, cell-based; activation, % at 5.96 µM; AID 493087; actives 0.073% (n = 340,000); HEK cells, FAbeta-B cleavage, fluorescence polarization; 0% vehicle, 100% cell-free pure enzyme wells; P14735;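 active = activation above the mean of all tested compounds plus 3 SD, set per screening campaign, cut at about 17% in these data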
# IMP-1 inh: inhibitors of Pseudomonas aeruginosa IMP-1 metallo-beta-lactamase; inhibition, % at 5.6 µM; purified IMP-1, nitrocefin hydrolysis, epi-absorbance fluorescence; AID 1556; actives 0.45% (n = 290,000);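 active = inhibition above the mean plus 3 SD of all compounds in the same screening run, cut at about 4.5% in these data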;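 also: 0% = IMP-1 with DMSO and 100% = DMSO wells lacking enzyme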
#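 System: Purified recombinant IMP-1 metallo-beta-lactamase enzyme | Measured by: Fluorescence quenching readout, ex 480/em 530 nm | Replication: Singlicate | Incubation: 15 min preincubation plus 25 min reaction at 25 °C | Evaluation: Percent inhibition from optical density relative to buffer-blank wells | Benchmarks: DMSO with and without IMP-1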
# SUMO HTRF inh: SUMOylation inhibition | inhibition, % at 35 µM | P63279 | HTRF SUMOylation assay, SAE1/SAE2 + UBC9, in vitro | actives 0.36% (n = 290,000); in the data active = inhibition above about 50%, passing the limit was not always enough; also: strong numbers were not always called active
# Target sequence (P63279 whole entry, looked up): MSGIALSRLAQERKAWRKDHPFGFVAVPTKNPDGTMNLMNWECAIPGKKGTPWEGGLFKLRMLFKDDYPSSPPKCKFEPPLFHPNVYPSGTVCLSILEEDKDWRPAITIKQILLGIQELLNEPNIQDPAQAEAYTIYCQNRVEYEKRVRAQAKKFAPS
# IDE inh: cellular human IDE inhibition. P14735. HEK cells, FAbetaB cleavage, fluorescence polarization. inhibition, % at 5.59 µM. actives 0.41% (n = 320,000). AID 434962;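 active = percent inhibition above the average of all tested compounds plus 3 SD, set per screening campaign, cut at about 16% in these data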;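 also: IDE supplied by intact live HEK cells; FP after avidin binding of uncleaved biotin substrate so inhibition keeps polarization high; 0% = DMSO wells and 100% = 60 µM reference IDE inhibitor Ii1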
# NS3 helicase inh: blocks Hepatitis C virus NS3 helicase unwinding | AID 1800 | NS3 helicase DNA unwinding, Cy5 molecular beacon fluorescence | inhibition, % at 10.9 µM | actives 0.56% (n = 290,000);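 active = inhibition above the mean of all tested compounds plus 3 SD, set per campaign, cut at about 35% in these data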;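 also: 0% = DMSO wells and 100% = thioflavine S control wells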
#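 test system = hepatitis C virus NS3 helicase domain fragment enzyme | reagent = annealed dual-labelled DNA beacon duplex, ATP-started | times = 1 h at 25 °C | detection = Cy5 fluorescence, 0 and 60 min reads | read-out basis = percent inhibition from t60/t0 fluorescence ratio | control set = DMSO and thioflavine S | replication = one well per compound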
# M18AAP inhibitor: blocks P. falciparum M18 aspartyl aminopeptidase. recombinant PfM18AAP, H-Glu-NHMec fluorogenic cleavage. AID 1822. inhibition, % at 7.35 µM. actives 1.2% (n = 290,000);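 active = inhibition above the campaign mean inhibition over all tested compounds plus 3 SD, cut at about 28% in these data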;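 also: 0% = plate median of test compound wells and 100% = 2 mM ZnCl2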
# FID counter: fluorescent intercalator displacement, NS3 helicase counter-screen | DNA fluorescent intercalator displacement, fluorescence | inhibition, % at 7.9 µM | actives 0.17% (n = 290,000) | AID 1845; in the data active = inhibition above about 37%;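 also: 0% = vehicle and 100% = reference compound; higher means more ethidium bromide displaced from hairpin DNA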
# * hit, by the source's call; nt = not tested or not shown.
SMILES,pCIP destab,VIM-2 inhibitor,IDE act,IMP-1 inh,SUMO HTRF inh,IDE inh,NS3 helicase inh,M18AAP inhibitor,FID counter
COc1ccc(C(NC(=O)/C=C/c2ccco2)c2ccc(OC)cc2)cc1,5.4,-1.4,-0.1,-1.3,14.9,0.4,33.4,-17.2,-29.2
CCn1c(-c2cccnc2Cl)nc2cc(Cl)c(Cl)cc21,-2.0,-2.8,3.6,-2.5,-4.8,3.3,-3.6,-0.2,-9.4
Cc1ccc(NC(=O)CN(C)C(=O)/C=C/c2cccc(F)c2)cc1,17.3,-0.8,-0.8,-4.1,7.9,2.3,0.8,-10.1,-18.0
O=S(=O)(Cc1cc(-c2ccccc2)no1)c1ccccc1,-8.3,-2.5,-1.5,-3.5,9.6,-3.8,4.9,-0.9,-3.6
O=C(O)CSCC(=O)Nc1ccccn1,8.4,-0.2,2.5,-2.3,-2.2,2.4,3.0,2.9,3.3
CCN(CC)S(=O)(=O)c1cc(NC(=O)C(C)OC(=O)c2[nH]c(C)c(C(C)=O)c2C)ccc1C (configuration not stated),-5.8,2.2,-5.1,-1.8,0.9,-1.7,-14.2,4.4,-17.7
Cc1ccc(SCC(=O)N2c3ccccc3Sc3ccccc32)cc1,-6.0,-2.0,-1.5,-4.2,-25.3,-3.9,-5.3,-13.4,-1.2
N#CNC(=Nc1cccc(Cl)c1)Oc1ccccc1,-2.1,-2.8,0.7,-1.8,11.3,3.1,-3.4,0.3,-3.0
Cc1ccc(OCC(=O)NN2C(=O)c3ccccc3C2=O)c(C)c1,-2.2,-3.7,-2.5,-3.1,6.2,2.2,6.4,-0.4,2.4
CC(=O)C(C)Oc1ccc(Cc2ncc(C(F)(F)F)cc2Cl)cc1 (configuration not stated),-8.7,2.9,4.8,0.0,-20.8,1.1,-5.9,-5.3,-15.7
COC(=O)[C@H](CCSC)NC(=O)N1CCN(c2cccc(C(F)(F)F)c2)CC1,-8.1,-0.2,8.0,-1.9,-18.3,-6.3,-5.9,-3.1,-18.2
CN(C)S(=O)(=O)c1cccc(-c2nnc(-c3ccccc3)o2)c1,-11.5,-4.9,-1.5,-5.2,1.7,-1.4,2.4,4.5,-18.4
CCN(CC)CCCNC(=O)c1nn(-c2cccc(OC)c2)c(=O)c2ccccc12,5.1,-0.1,2.4,-2.2,5.7,-1.0,0.0,-7.8,6.0
COc1ccc(NS(=O)(=O)c2cccc(NC(=O)c3cnccn3)c2)cc1Br,-12.4,1.1,nt,1.8,-6.2,5.6,-0.4,6.4,-3.6
COc1ccc(CCNC(=O)c2cc(=O)n(C)c(=O)n2C)cc1OC,14.6,-3.2,1.4,-2.0,2.5,7.7,10.8,4.3,-4.9
CC(C)NC(=O)c1sc(=S)n2c1[nH]c(=O)c1ccc(C(=O)NCCc3ccc(Cl)cc3)cc12,-14.9,-3.0,0.5,-2.5,11.3,-0.6,-15.9,-7.6,-14.5
Cc1cc(NC(=O)c2ccco2)no1,-0.4,-4.0,3.1,-4.4,9.3,0.7,-8.3,-1.0,-3.4
COc1cccc(/C=N/Nc2ncnc3scc(-c4ccccc4)c23)c1OC,-13.9,-2.8,-2.9,0.9,-7.0,-5.4,-3.1,5.5,-9.9
Cc1nc2ccc(NC(=O)NC(=O)c3c(Cl)cccc3Cl)cc2o1,-1.7,-0.9,7.6,-0.8,24.0,-1.8,-2.9,-5.8,-17.0
Cc1cc(C(=O)N2CCCC(C(=O)c3cc(F)ccc3F)C2)c(C)o1 (configuration not stated),-20.3,-3.1,4.0,-1.7,1.4,1.9,-1.3,4.1,-16.2

# In a second layout: results already given
O=C(O)CSCC(=O)Nc1ccccn1
- pCIP destab: 8.4
- VIM-2 inhibitor: -0.2
- IDE act: 2.5
- IMP-1 inh: -2.3
- SUMO HTRF inh: -2.2
- IDE inh: 2.4
- NS3 helicase inh: 3.0
- M18AAP inhibitor: 2.9
- FID counter: 3.3
Cc1ccc(OCC(=O)NN2C(=O)c3ccccc3C2=O)c(C)c1
- pCIP destab: -2.2
- VIM-2 inhibitor: -3.7
- IDE act: -2.5
- IMP-1 inh: -3.1
- SUMO HTRF inh: 6.2
- IDE inh: 2.2
- NS3 helicase inh: 6.4
- M18AAP inhibitor: -0.4
- FID counter: 2.4
COc1ccc(C(NC(=O)/C=C/c2ccco2)c2ccc(OC)cc2)cc1
- pCIP destab: 5.4
- VIM-2 inhibitor: -1.4
- IDE act: -0.1
- IMP-1 inh: -1.3
- SUMO HTRF inh: 14.9
- IDE inh: 0.4
- NS3 helicase inh: 33.4
- M18AAP inhibitor: -17.2
- FID counter: -29.2
O=S(=O)(Cc1cc(-c2ccccc2)no1)c1ccccc1
- pCIP destab: -8.3
- VIM-2 inhibitor: -2.5
- IDE act: -1.5
- IMP-1 inh: -3.5
- SUMO HTRF inh: 9.6
- IDE inh: -3.8
- NS3 helicase inh: 4.9
- M18AAP inhibitor: -0.9
- FID counter: -3.6

# (further entries)
SMILES,pCIP destab,VIM-2 inhibitor,IDE act,IMP-1 inh,SUMO HTRF inh,IDE inh,NS3 helicase inh,M18AAP inhibitor,FID counter
CCN(CC)S(=O)(=O)c1ccc2[nH]cc(C(=O)NCCc3ccc(OC)c(OC)c3)c(=O)c2c1,-6.8,-1.1,2.7,-2.7,-6.1,-5.0,-5.7,-3.4,4.2
OC(CCN1CCC2(CC1)OCCO2)C(F)(F)F (configuration not stated),0.0,-1.0,3.9,-1.0,9.3,2.9,-1.1,-3.5,-1.4
Cc1c(Cl)cccc1NC(=S)NCC(C)C,-9.7,-1.1,0.1,-2.4,-6.0,0.3,-24.2,6.2,-1.2
COc1ccc(Cl)cc1N/C(N)=N/c1nc(C)cc(C)n1,-17.8,-0.1,1.4,-2.1,8.1,2.4,8.8,-11.4,-2.8
COc1cccc(OC)c1C(=O)NNC(=O)c1ccccc1-n1cccc1,-3.6,-3.5,-5.3,-5.0,8.9,-5.9,2.8,1.1,9.0
COc1cc(NS(=O)(=O)c2ccc(NC(=S)NC(=O)COc3ccccc3OC)cc2)nc(OC)n1,0.2,-2.5,2.6,-1.3,13.1,5.9,-16.5,5.1,-6.4
COc1ccc(C(=O)COC(=O)CN2CC(=O)Oc3ccccc32)cc1Br,-30.8,-3.1,2.9,-2.9,-47.1,-5.9,3.0,16.8,0.4
O=C(Nc1ccc(CN2CCOCC2)cc1)c1ccc2ccccc2c1,-33.1,0.1,-1.5,0.5,9.8,6.4,-12.4,-1.9,9.6
CC(C)(C)NC(=O)C(c1ccc(Cl)cc1)N(CCO)C(=O)c1snc(C(N)=O)c1N (configuration not stated),2.5,-1.4,2.6,0.7,-2.5,0.1,-1.6,1.8,-14.5
C=C(C)CNC(=S)N/N=C/c1ccc(NC(C)=O)cc1,-2.7,-2.1,4.7,-1.6,-4.5,1.5,13.4,-4.3,-5.2
Cc1nonc1NC(=O)CSc1nc2cc(Cl)ccc2c2c1CCCC2,4.0,-1.2,4.5,-2.2,-15.5,-6.1,5.8,-15.0,-4.1
O=C(COc1ccc(C(=O)c2ccc(F)cc2)cc1)NCc1ccc(F)cc1,-9.6,-2.6,-0.5,-3.5,0.8,1.3,-3.4,-0.8,-18.4
COC(=O)c1ccc(/C=N\N2CCN(Cc3ccc(C)cc3)CC2)cc1,-23.7,0.7,3.9,-1.5,5.7,-0.7,-5.6,-3.5,-1.6
COc1ccc(CCNC(=O)CCN2C(=O)COc3ccccc32)cc1OC,-9.4,-1.4,-0.3,-1.8,-3.3,4.8,-7.3,-1.7,-7.1
Cc1ccc(NC(=O)CN2C(=O)S/C(=C\c3cccn3-c3cccc(C(=O)O)c3)C2=O)cc1C,-5.0,-3.5,5.6,-0.4,64.4*,-7.7,-2.3,0.8,-10.3
CSC(=Nc1cccc(C)c1)NC#N,-20.2,-1.6,1.9,-2.4,13.2,-5.7,6.0,-10.5,-5.4
CC/C(=N\N=C1\SC(C)C(=O)N1Cc1ccco1)c1ccccc1 (configuration not stated),-3.8,-3.1,3.7,-0.5,-14.4,3.5,-5.5,-2.7,-6.6
COc1ccc(OC)c(S(=O)(=O)N(C)CC(=O)N2CCN(c3ccccc3)CC2)c1,0.4,-2.4,2.4,-7.0,-6.2,5.9,-4.5,-3.5,-30.7
NC(=O)CC1NC(=O)c2ccccc21 (configuration not stated),-5.1,0.8,1.9,-1.3,7.1,2.3,-1.0,-2.4,12.4
Cc1cc(NC(=O)CSc2nnc(-c3ccccc3)n2C)no1,-18.5,-1.9,4.8,-3.3,-10.1,1.1,9.6,4.2,-2.9
NC1=NC(=Nc2ccc(S(=O)(=O)N3CCOCC3)cc2)c2ccccc21,-1.6,0.7,3.6,-1.2,28.7,-1.9,0.0,-13.8,-4.4
COc1ccc(C2(c3ccc(OC)cc3)NC(=O)N(CC(=O)Nc3ccccc3C)C2=O)cc1,4.8,0.0,5.1,-2.7,-22.4,nt,-16.3,-0.1,-41.8
CCOc1cc(/C=N/Nc2nn3cnnc3c3ccccc23)ccc1O,-9.7,5.2,1.8,-4.2,2.2,-1.8,3.7,-12.2,-21.4
CCOC(=O)c1c(C)oc2c(F)c(F)c(F)c(F)c2c1=O,55.5,-2.1,5.0,8.8*,12.4,2.5,41.6*,9.3,0.5
c1ccc(Sc2cnc3ccccc3n2)cc1,-1.7,-4.0,4.5,-2.6,14.9,5.2,-0.1,-3.7,-2.0
Cc1cc(Br)ccc1NC(=O)CN1CCN(c2ccccn2)CC1,-4.8,0.0,1.0,-0.7,-2.7,2.5,-4.5,-0.5,-22.4
COCCN(C(=O)CSc1nnc(-c2cccs2)n1N)c1c(N)n(Cc2ccccc2)c(=O)[nH]c1=O,0.5,0.2,3.6,-3.1,1.3,5.8,0.4,1.4,-11.6
COCCn1nnnc1CN1CCC(O)(c2cccc(C(F)(F)F)c2)CC1,-4.9,1.6,2.4,-1.4,5.0,-2.7,-0.4,-2.1,-8.1
NNC(=O)CSCc1nc(-c2ccccc2)cs1,-6.0,-2.9,1.3,-0.5,-3.0,0.2,8.1,-4.2,-26.8
O=C(Nc1ccc2nc[nH]c2c1)c1ccco1,-8.5,-1.5,1.2,0.2,19.0,0.9,10.3,4.2,-0.9
COc1cc2c(cc1OC)C(c1ccccc1)CC2=O (configuration not stated),-11.8,1.8,9.7,10.0*,13.7,5.5,22.9,-6.8,-12.1
CN1CCN(CCC(=O)Nc2ccc3c(c2)OCO3)CC1,4.4,-1.9,-4.0,-0.5,4.9,0.6,-7.7,-5.8,3.6
Cc1ccc(N(CC(=O)NCc2ccccn2)S(=O)(=O)c2ccccc2)cc1Cl,-19.8,-0.4,-4.5,-1.3,0.2,nt,-7.0,-2.3,-44.8
O=C(CCN1C(=O)c2ccccc2C1=O)NCc1ccncc1,6.2,0.5,-4.6,-0.1,6.6,-2.9,-2.4,-7.2,2.5
Cc1cc([N+](=O)[O-])nn1Cc1noc(C(=O)NCCc2ccccn2)n1,3.0,-3.9,0.8,-4.5,5.3,-3.6,3.6,5.0,-7.0
Cc1ccc(C(=O)Nc2c(C)n(C)n(-c3ccccc3)c2=O)cc1S(=O)(=O)N1CCOCC1,-12.3,0.8,3.6,-1.7,19.1,-0.1,-2.5,9.0,-9.3
